HER2 expr 66K: inhibitors of human Her2 kinase expression. SKBR-3 HER2 protein level, AlphaScreen, 18-24 h; active compounds read low. P04626. hit rate 0.69% among 65,000. AID 645. HER2 level % of control, % at 10 µM;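 active = HER2 level under 5% of the carrier-only control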;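 also: 100% = DMSO carrier and 0% = 500 nM PU-H71 HSP90 inhibitor; lower value means stronger loss of Her2 protein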
A340 absorber: absorbance at 340 nm. 65,000 tested, under 10 active. fold change at 10 µM. compound absorbance at 340 nm, fold over control;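 active = at 10 µM dose, initial 340 nm absorbance at least 2 fold that of control wells; inactive = change under 2 fold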;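 also: initial absorbance extrapolated from kinetic A340 decline of NADH oxidation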
JNK3 inh: inhibitors of human JNK3 kinase. purified JNK3 kinase activity, HTS. inhibition, % at 8 µM. hit rate 0.61% among 60,000. AID 746; in the data active = inhibition above about 17%;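 also: 0% = DMSO and 100% = reference inhibitor; many of its hits are not listed in these tables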
Target sequence (P53779 whole entry, looked up): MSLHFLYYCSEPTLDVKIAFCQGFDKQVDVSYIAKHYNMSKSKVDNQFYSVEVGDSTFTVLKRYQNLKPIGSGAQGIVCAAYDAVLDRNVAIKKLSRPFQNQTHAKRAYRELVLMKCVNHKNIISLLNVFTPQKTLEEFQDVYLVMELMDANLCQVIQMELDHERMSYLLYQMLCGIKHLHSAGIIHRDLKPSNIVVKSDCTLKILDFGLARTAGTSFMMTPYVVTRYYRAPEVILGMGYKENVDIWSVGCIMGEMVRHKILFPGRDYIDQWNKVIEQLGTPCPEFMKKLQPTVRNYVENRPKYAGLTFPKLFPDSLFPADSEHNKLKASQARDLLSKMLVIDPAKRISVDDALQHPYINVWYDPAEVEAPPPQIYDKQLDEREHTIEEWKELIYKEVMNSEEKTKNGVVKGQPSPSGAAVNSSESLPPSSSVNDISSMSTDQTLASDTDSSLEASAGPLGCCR
Hsp90 inh: displaces geldanamycin probe from tumor Hsp90; NCI-N417 lysate Hsp90, Cy3B-geldanamycin FP displacement; inhibition, % at 30 µM; hit rate 0.35% among 64,000;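 active = inhibition above 50%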;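 also: 0% = tracer plus lysate wells and 100% = tracer alone without lysate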
Cdc25B block: inhibitors of human Cdc25B phosphatase. P30305. recombinant Cdc25B, OMFP fluorescence Ex485/Em525. hit rate 0.1% among 65,000. AID 368. inhibition, %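 (compounds tested at 10 µM final in the well)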; in the data active = inhibition above about 50%
Target sequence (P30305 whole entry, looked up): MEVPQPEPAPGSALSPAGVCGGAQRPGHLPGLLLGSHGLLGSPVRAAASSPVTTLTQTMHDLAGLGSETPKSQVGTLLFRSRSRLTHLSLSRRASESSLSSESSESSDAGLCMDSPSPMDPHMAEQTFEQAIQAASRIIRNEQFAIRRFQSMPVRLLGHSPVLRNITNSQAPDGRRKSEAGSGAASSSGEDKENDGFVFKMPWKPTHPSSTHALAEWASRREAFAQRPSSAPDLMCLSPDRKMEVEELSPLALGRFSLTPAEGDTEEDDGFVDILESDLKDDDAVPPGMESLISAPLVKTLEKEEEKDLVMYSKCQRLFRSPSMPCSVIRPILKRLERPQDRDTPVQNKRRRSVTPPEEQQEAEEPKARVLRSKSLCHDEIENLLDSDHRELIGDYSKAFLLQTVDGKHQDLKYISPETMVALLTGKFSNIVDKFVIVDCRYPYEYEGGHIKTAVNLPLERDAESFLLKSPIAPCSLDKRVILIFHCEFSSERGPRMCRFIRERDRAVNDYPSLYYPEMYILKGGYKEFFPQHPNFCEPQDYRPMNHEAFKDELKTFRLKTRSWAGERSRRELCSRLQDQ
PKA inh: inhibitors of human protein kinase A; PKA Kemptide phosphorylation, Kinase-Glo ATP luminescence; AID 524; hit rate 0.1% among 65,000; inhibition, % at 6 µM;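 active = inhibition above the screen-wide mean inhibition plus 3 SD, cut at about 21% in these data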; also: many of its hits are not listed in these tables
Autofluor 339: intrinsic fluorescence of library compounds, ex339/em460 – biochemical, MLSMR library, data from DPM-DC assay, artefact control, profiling panel; compound autofluorescence, ex339/em460 nm, NADH buffer; active compounds read high; 1 = no-compound wells, NADH background; hit rate 5.5% among 65,000; fluorescence fold increase at 10 µM;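 active = at 10 µM, mean starting fluorescence two-fold or more over control wells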;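 also: signal is the first read of a kinetic run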
DUSP1 inh: human dual specificity phosphatase 1 inhibition; P28562; recombinant MKP-1, OMFP hydrolysis fluorescence; inhibition, %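 (compounds tested at a single concentration somewhere between 10 and 100 µM)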; hit rate 0.15% among 65,000; AID 374;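 active = inhibition above about 50%, limit read from the data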;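 also: 0% = DMSO max control wells and 100% = wells with enzyme stopped by NaOH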
ROCK2 inh: inhibitors of human Rho kinase 2. inhibition, % at 6 µM. hit rate 0.35% among 60,000. AID 604. O75116. purified ROCK2, Kinase-Glo ATP depletion luminescence;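 active = inhibition above the screen-wide mean inhibition plus 3 SD, cut at about 18% in these data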;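 also: plate controls were DMSO wells for no effect and Y-27632 control wells after no-enzyme background subtraction for full effect; many of its hits are not listed in these tables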
* hit, by the source's call; / = no result given. These rows are one share of the data; rates above refer to the full screens.

SMILES	HER2 expr 66K	A340 absorber	JNK3 inh	Hsp90 inh	Cdc25B block	PKA inh	Autofluor 339	DUSP1 inh	ROCK2 inh
CCOC(=O)c1c(Nc2ccccc2N)cc(C)nc1C	95	1	2	0	-8	4	1.1	0	6
O=C(c1ccc2snnc2c1)N1CCN(c2ccccn2)CC1	109	1	/	/	/	-2	1.1	/	/
CCn1nc(C(=O)Nc2ccc(S(=O)(=O)Nc3nccs3)cc2)c2ccccc2c1=O	90	1	5	-5	-3	0	1.1	10	4
CC(C)c1ccc(N2C(=O)[C@@H]3Cc4ccccc4CN3C2=O)cc1	107	0.99	-8	-4	-1	-3	1.1	-17	-5
CCOC(=O)NC1C=CS(=O)(=O)C1 (stereo not drawn)	75	1	1	1	-3	13	0.92	-3	6
Cc1ccc(-c2nc(CS(=O)CC(=O)N3CCN(c4ncccn4)CC3)c(C)o2)cc1 (stereo not drawn)	89	1	-12	5	4	-6	1.1	1	0
CC(C)C(=O)N1CCN(c2nc(-c3ccccc3)c3c(c2C#N)CC(C)(C)OC3)CC1	158	1	2	-6	-1	1	2.3*	-12	-11
CCOC(=O)c1cc(NC(=O)c2cc(C)on2)cc(C(=O)OCC)c1	99	0.99	-7	-11	3	-3	1	11	-3
CCN1C(=O)OC2(CCCCC2)C1(C)O (stereo not drawn)	90	1	-6	-3	-8	10	1.1	15	1
CCOc1ccc2nc(NCCNS(=O)(=O)c3ccccc3)c(C#N)cc2c1	59	1.1	7	2	-16	8	3.3*	-2	0
O=C(Nc1ccc(Cl)cc1)N1CCC(c2nc(-c3ccc(F)cc3)no2)CC1	75	1	0	7	5	5	1.1	0	8
CCc1cc2c(NCc3ccco3)ncnc2s1	94	1	/	/	-16	9	1.1	6	/
CCN(CC)C(=O)CN1C(=O)C2CC=C(Cl)CC2C1=O (stereo not drawn)	74	0.95	4	-3	9	13	1.1	-10	5
CC1(C)CC2CC(C)(CN2C(=O)COC(=O)c2ccc(Cl)cc2N)C1 (stereo not drawn)	109	1	1	-1	3	7	4.2*	2	4
Cc1ccc(C2NC(=O)c3c(sc4c3CCN(C)C4)N2)s1 (stereo not drawn)	96	1	-8	-14	-10	-4	2.3*	-24	2
COc1ccc(C)cc1NC(=O)CN1CCN(S(=O)(=O)c2ccc(C(C)C)cc2)CC1	81	0.98	7	1	-14	9	1.1	0	5
Nn1c(SCC(=O)NC(=O)NC2CCCC2)nnc1-c1ccccc1F	107	1	3	-6	5	15	1.1	-6	12
Cc1cc(C)n(-c2nc3ccccc3c(=O)n2OC2CCCCC2)n1	99	0.99	0	-1	-1	10	1	1	4
CCCC(=O)c1cc(-c2nc3ccccc3n2C)n(C)c1	114	1	2	-6	-4	0	1.1	1	3
COc1ccccc1N1CCN(C(c2ccc(C)cc2)c2nnnn2C(C)C)CC1 (stereo not drawn)	116	0.99	-5	-2	-19	10	1.1	7	4
COc1ccc(-c2noc(CN(C)S(=O)(=O)c3ccc(Cl)cc3)n2)cc1OC	91	1	-2	0	-19	11	1.1	8	6
Nc1ccccc1C(=O)Nc1cccc(C(=O)O)c1	118	1.1	/	-1	-1	/	1.6	15	/
CCSc1nnc(-c2cccc(S(=O)(=O)N(CC)CC)c2)n1Cc1ccccc1	73	0.98	1	-1	-14	9	1.1	18	2
CCN(CC)c1ccc(C=N/C(C#N)=C(\N)C#N)cc1	96	1	-4	-23	-20	2	1	34	3
COc1ccc(C(=O)CSc2nnc(-c3ccccc3)o2)cc1	86	1	-1	-3	-16	-9	1.1	12	-4
CC(C)(C)n1nc2c(c1NC(=O)c1ccco1)CS(=O)C2 (stereo not drawn)	70	1	2	-2	11	8	1.1	6	5
Cc1ccc(-c2nn(CC(=O)NCc3ccco3)c(=O)c3ccccc23)cc1	114	0.98	-4	0	11	10	1.1	1	8
Cc1ccc2c(COC(=O)C3=COCCO3)cc(=O)oc2c1	76	1	-4	-2	1	0	1.1	-11	0
COc1ccc(CNc2nc3c(c(=O)[nH]c(=O)n3C)n2Cc2ccccc2C)cc1	110	1	-2	-3	-1	8	1	-6	3
O=C(O)c1cc2nc3c(c(C(F)(F)F)n2n1)CCc1ccccc1-3	99	1.1	-8	-2	-6	-4	1.2	10	1
CCCCC(=O)c1c(C)cc(C)[nH]c1=O	163	0.99	4	-1	-25	5	1.1	-19	4
O=C(CSc1nc2ccccc2o1)c1cc2ccccc2oc1=O	58	1	-1	-24	1	0	1.4	0	1
Cc1ccc(OCc2nnc(SCC(=O)N3CCOCC3)n2C)cc1	83	1	-3	-1	-7	12	1	-5	5
Cn1cc[nH]c1=S	118	0.97	/	/	-13	/	1.1	-9	/
O=C(CSc1ncc(C(F)(F)F)cc1Cl)N1CCN(S(=O)(=O)c2ccccc2)CC1	53	1	-13	5	-11	-10	1.1	22	-1
Cc1noc(C)c1S(=O)(=O)N(CC(=O)Nc1ccc2c(c1)OCO2)c1ccc(C(C)C)cc1	85	1.1	1	2	-14	-7	1.1	5	-7
CN(c1ccccc1C(=O)Nc1ccccc1C(=O)NCc1ccco1)S(C)(=O)=O	82	1	1	-19	-3	3	1.1	2	6
CC1CC(C)CN(C(=O)C2CCCN(S(=O)(=O)c3cccc4nonc34)C2)C1 (stereo not drawn)	107	1	/	-14	-9	4	1.1	7	/
CCNC(=O)C1CC(=O)N(c2ccc(Br)cc2)C1 (stereo not drawn)	74	1	-2	-6	-3	3	1.1	-9	0
CCCOc1ccc(S(=O)(=O)NCCCN2CCOCC2)c2ccccc12	89	1	-7	-3	-2	2	1.1	13	2
COc1ccc(CCNC(=O)CN(c2ccc(C)cc2)S(=O)(=O)c2c(C)noc2C)cc1OC	88	0.99	6	-1	-13	10	1.1	8	5
N#CCCN(C(=O)CSc1ccc2c(c1)OCCO2)c1ccccc1	90	1	-5	6	-3	6	1	-5	8
CCOC(=O)N1CCN(C(=O)c2oc(=O)c3ccccc3c2-c2ccc(C)cc2)CC1	109	1.1	2	-4	-17	7	1.1	9	6
CCN1CCN(C(=O)C2c3cc(OC)c(OC)cc3C(=O)N(C)C2c2ccc(SC)cc2)CC1 (stereo not drawn)	80	1	/	/	/	9	1.1	/	/
O=C(CSc1ccc(Cl)cc1)OCc1nnc(-c2ccccc2)o1	115	1	-5	-1	-6	7	1	2	0
Cc1cc(-c2cccs2)n[nH]1	111	1.1	6	-3	-3	6	1.1	4	5
CCC1Sc2ccccc2N(CC(=O)NCc2ccc3c(c2)OCO3)C1=O (stereo not drawn)	80	1	-1	-2	-2	6	1.1	22	0
CCCC(=O)Nc1nnc(-c2ccco2)s1	91	1.1	1	-2	1	7	1.3	-8	4
O=C(c1ccccc1)c1ccc2nc(N3CCN(C(=O)c4ccco4)CC3)c3nncn3c2c1	92	1.1	-8	-3	6	4	1.2	42	0
CN(C)/C=C1/Sc2ccccc2C1=O	167	1.1	/	/	-8	2	1.1	3	/
Continuation:
SMILES	HER2 expr 66K	A340 absorber	JNK3 inh	Hsp90 inh	Cdc25B block	PKA inh	Autofluor 339	DUSP1 inh	ROCK2 inh
COc1ccccc1CNc1ccc(N2CCOCC2)c(C(=O)O)c1	95	1	-3	-3	-2	4	2.2*	8	-5
CC(C)(C)n1nnnc1C(c1cccs1)N(Cc1ccccc1)Cc1ccco1 (stereo not drawn)	87	0.97	1	-2	-8	8	1.1	13	4
CCOC(=O)C1CCCN(C(=O)c2cc(-c3ccc(C)cc3)on2)C1 (stereo not drawn)	144	1	-4	-3	-7	4	1.1	14	2
Cc1cccc(C)c1OCC(O)CNS(=O)(=O)c1ccccc1C(=O)N1CCCCC1 (stereo not drawn)	112	0.99	0	-4	2	3	1	-13	1
COc1ccc(S(=O)(=O)Nc2ccc3c(c2)OCO3)cc1Cl	98	0.99	-6	44	-12	-3	1	3	-1
CC(C)(C)c1csc(NC(=O)Cn2c(=O)oc3ccccc32)n1	76	1	2	-4	-7	4	1.1	4	4
CCCN1CCN(c2ncnc3c2nnn3Cc2ccccc2)CC1	91	1	5	1	-29	8	1.1	4	6
CN(Cc1ccccc1)S(=O)(=O)c1ccc(C(=O)Nc2nnc(C3CC3)o2)cc1	51	1	0	1	-4	10	1.1	-22	6
Cc1ccc(-c2nc3cccnc3s2)cc1NC(=O)c1ccco1	52	1	6	2	9	-2	1.2	-16	-2
O/N=C1\CC(O)Cc2nonc21 (stereo not drawn)	100	0.99	3	-4	-7	5	1.1	-10	4
CCCCSc1nc(N)c(C#N)c(-c2cccs2)c1C#N	126	1.1	-1	5	-20	5	1.2	-25	16
Nc1sccc1C(=O)c1ccccc1	96	1	5	-6	1	1	1	-8	5
CCCn1c(C(C)NC(=O)c2ccccc2)nc2ccccc21 (stereo not drawn)	91	1	/	/	/	6	1.1	/	/
Cc1nc(SCC(=O)O)c2oc3ccccc3c2n1	118	1	7	-1	12	0	1.1	-13	1
CCCCn1c(O)c(C=NCCCN(C)C)c(=O)[nH]c1=O	96	1	-5	-1	18	1	1.1	-28	-3
O=C(Nc1ccc2c(c1)nc1n2CCN(C2CCCCC2)C1)c1ccco1	116	1.1	1	-3	9	4	1.6	0	6
O=C(CCn1c(=O)sc2ccccc21)Nc1cccnc1	101	1	/	0	-11	2	1.1	-6	/
COc1ccc(/C=N/n2cnnc2SCCO)cc1OC	103	1.1	5	-2	1	0	1.2	13	1
COc1cc([C@H]2[C@@H]3CCCC[C@]3(O)CCN2CC(=O)Nc2ccc(C)cc2C)ccc1O	105	1	6	-7	-1	0	1.1	29	4
Cc1cc(C)n(C(=O)CCNC(=O)c2ccccc2Br)n1	75	0.99	5	-1	4	10	1.1	-2	7

4 structures from above, sorted by molar mass, lowest first:
SMILES	HER2 expr 66K	A340 absorber	JNK3 inh	Hsp90 inh	Cdc25B block	PKA inh	Autofluor 339	DUSP1 inh	ROCK2 inh
COc1ccccc1CNc1ccc(N2CCOCC2)c(C(=O)O)c1	95	1	-3	-3	-2	4	2.2*	8	-5
Cc1cc(C)n(C(=O)CCNC(=O)c2ccccc2Br)n1	75	0.99	5	-1	4	10	1.1	-2	7
Cc1ccc(OCc2nnc(SCC(=O)N3CCOCC3)n2C)cc1	83	1	-3	-1	-7	12	1	-5	5
Cc1noc(C)c1S(=O)(=O)N(CC(=O)Nc1ccc2c(c1)OCO2)c1ccc(C(C)C)cc1	85	1.1	1	2	-14	-7	1.1	5	-7

Additional compounds
SMILES	HER2 expr 66K	A340 absorber	JNK3 inh	Hsp90 inh	Cdc25B block	PKA inh	Autofluor 339	DUSP1 inh	ROCK2 inh
O=c1c2oc3ccccc3c2ncn1Cc1ccccc1F	102	1	-2	1	-2	5	1.2	1	-2
Cc1cc(C)cc(NC2=NCC(=O)N2Cc2ccccc2)c1	55	1	/	1	-14	-5	1.1	-23	/
Cc1cc2nn(-c3cccc4ccccc34)nc2cc1N	76	1.2	-5	-4	-1	-4	3.6*	28	-6
CCOC(=O)c1ccc(NC(=O)CC2COc3ccccc3O2)cc1 (stereo not drawn)	89	1.1	7	-4	-4	4	1.1	-2	4
N#Cc1c(-c2ccco2)c2c([nH]c1=S)CCCC2	/	1	/	/	-14	/	1.1	10	/
CCN(CC)C(=O)C1CCC(CNS(=O)(=O)c2cccc3cccnc23)CC1 (stereo not drawn)	60	0.99	1	2	-13	2	1	-7	3
COCCn1c(SCC(=O)Nc2ncc(Cl)c(C)c2Cl)nc2ccccc21	101	1	5	-4	-8	-4	1.1	30	0
O=C1c2ccccc2NC(c2ccc3c(c2)OCO3)N1O (stereo not drawn)	78	1	-4	-2	1	2	1.2	-24	1
O=C(NCCCn1ccnc1)C(F)(F)C(F)(F)C(=O)NCCCn1ccnc1	86	1	-7	-2	-3	0	1.2	7	6
COc1cc(S(=O)(=O)N2CCOCC2)c(OC)c(S(=O)(=O)N2CCOCC2)c1	102	1.1	-3	-1	-5	2	1.5	-11	-9
CCOC(=O)N1CCN(C(=O)c2ccc3nc(N4CCC(C)CC4)sc3c2)CC1	81	0.98	-1	-1	-15	1	1.1	-8	0
O=C(Nc1ccccc1)c1ccc(NCc2ccco2)c(S(=O)(=O)N2CCOCC2)c1	105	1	-6	-16	-4	7	1.2	7	7
C=C(C)c1cccc(C(C)(C)NC(=O)NCC2COCCO2)c1 (stereo not drawn)	80	1	6	-3	-10	3	1.1	6	4

From PubChem
